AmpC no deterg: AmpC beta-lactamase inhibition without detergent. AID 485341. hit rate 0.52% among 330,000. AmpC nitrocefin hydrolysis, absorbance 480 nm, 0.0001% Triton. P00811. Potency, µM (top dose mostly 57.1 µM), for inactives: at the highest dose activity change, negative = inhibition, usual class: inhibitors;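 further: potency means the concentration at half of the fitted maximal effect; plate controls were no compound for no effect and no enzyme for full effect; nearly all actives have a fitted effect of over 20% in size; some results filed as inactive show a strong effect at the top dose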
Target sequence (P00811 whole entry, looked up): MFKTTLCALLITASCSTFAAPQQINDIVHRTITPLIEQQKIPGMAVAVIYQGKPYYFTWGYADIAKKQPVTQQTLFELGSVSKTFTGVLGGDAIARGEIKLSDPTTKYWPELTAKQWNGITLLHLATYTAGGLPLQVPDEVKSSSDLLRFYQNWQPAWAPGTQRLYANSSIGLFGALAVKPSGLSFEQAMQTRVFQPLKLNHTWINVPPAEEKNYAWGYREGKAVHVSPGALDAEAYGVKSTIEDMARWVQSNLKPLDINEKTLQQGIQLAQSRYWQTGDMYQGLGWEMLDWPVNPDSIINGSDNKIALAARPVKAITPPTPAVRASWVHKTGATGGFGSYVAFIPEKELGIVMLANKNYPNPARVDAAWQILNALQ
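AmpC (5.3 nM in the dispensed reagent) in 20 mM phosphate pH 7.0 with 0.01% (detergent screen) or 0.0001% Triton X-100 was preincubated with compounds for 15 min at room temperature. Nitrocefin was then added from an 800 uM solution, and hydrolysis was followed at 480 nm.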
FBPA Giardia inh: Giardia lamblia aldolase inhibition. purified Giardia FBPA. Potency, µM (doses to about 59.6 µM), for inactives: top-dose activity, negative = inhibition, most hits filed as inhibitors. A8B2U2. AID 2451. hit rate 0.71% among 290,000; further: potency means the concentration at half of the fitted maximal effect; nearly all actives have a fitted effect of over 55% in size
Target sequence (A8B2U2 whole entry, looked up): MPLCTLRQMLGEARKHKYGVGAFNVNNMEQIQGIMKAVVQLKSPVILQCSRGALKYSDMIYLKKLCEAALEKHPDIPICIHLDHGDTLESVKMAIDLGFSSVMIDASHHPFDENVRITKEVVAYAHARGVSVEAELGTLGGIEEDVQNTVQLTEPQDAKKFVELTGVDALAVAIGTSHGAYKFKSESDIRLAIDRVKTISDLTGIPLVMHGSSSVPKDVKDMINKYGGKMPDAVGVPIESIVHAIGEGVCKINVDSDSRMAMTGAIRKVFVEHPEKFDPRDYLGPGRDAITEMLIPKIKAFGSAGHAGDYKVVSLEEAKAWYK
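Giardia FBPA (40 nM reagent) was preincubated 10 min at RT with compound (up to 57.5 uM final), then substrate plus GAPDH/TPI/NAD/arsenate coupling system with diaphorase/resazurin was added; resorufin fluorescence (525/598 nm) was read after 20 min.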
AMA1 RON2 block: disrupts binding of P. falciparum AMA1 to RON2 | AlphaScreen AMA1-biotinylated RON2 peptide binding | Potency, µM (titrated, usually from 58.2 µM), for inactives: at the highest dose activity change, negative = inhibition, most hits filed as inhibitors | hit rate 0.2% among 360,000 | AID 720542;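 further: potency means the concentration at half of the fitted maximal effect; 0% = vehicle wells and -100% = peptide control; nearly all actives have a fitted effect of over 45% in size; some results filed as inactive show a strong effect at the top dose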
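AMA1 (3D7) with his tag at 25 nM final met compounds first, then biotinylated RON2 peptide at 25 nM; detection used donor plus acceptor beads, 10 µg/mL apiece, read by AlphaScreen after 30 min at room temperature.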
HCMV inh: blocks human cytomegalovirus replication; HFF cells, HCMV-luciferase reporter, 72 h; hits give low values; AID 1259415; hit rate 4.5% among 410,000; activity change, negative = inhibition, % at 57.5 µM; in the data active means activity change below about -60%; inconclusive means no clear call, values can overlap the other calls; inactive means above about -39%
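Inhibition of viral replication was scored as loss of reporter luminescence in HFFs infected with HCMV-luciferase (MOI 1 PFU/cell) for 72 h; compounds tested at 2 doses, normalized to buffer and Salinomycin controls.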
AmpC inh detg: AmpC beta-lactamase inhibition with detergent present; AmpC hydrolysis of nitrocefin, absorbance 480 nm, 0.01% Triton; Potency, µM (series often up to 114 µM), inactives show top-dose activity change, negative = inhibition, usual class: inhibitors; hit rate 0.041% among 370,000; AID 485294;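 further: potency means the concentration at half of the fitted maximal effect; 0% = no-compound wells and -100% = no-enzyme wells; nearly all actives have a fitted effect of over 25% in size; some results filed as inactive show a strong effect at the top dose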
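20 mM phosphate pH 7.0 + 0.01% (detergent screen) or 0.0001% Triton X-100; 5.3 nM AmpC reagent; cpd preinc 15 min RT; nitrocefin (800 uM stock) to start; A480 q20 s × 4 min; Activity was normalised to no-enzyme and no-compound control wells.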
Sm TGR block: inhibitors of Schistosoma mansoni thioredoxin glutathione reductase. Q962Y6. purified TGR, DTNB reduction, TNB absorbance 405 nm. Potency, µM (top dose mostly 114 µM), without a hit: at the highest dose activity change, negative = inhibition, usual class: inhibitors. hit rate 3% among 360,000. AID 485364; further: potency means the concentration at half of the fitted maximal effect; nearly all actives have a fitted effect of over 60% in size
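Kinetic colorimetric format: TGR-catalysed, NADPH-driven DTNB reduction monitored via TNB absorbance. Enzyme dispensed at 20 nM; compound exposure 15 min at room temperature before reaction start.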
Active calls of the source: *; ? = inconclusive; · = not tested or not shown; & = joins results of further samples; [ ] = dose if it differs, or a comment. Unless noted, the call rests on the fitted dose curve; in most records, active means well fitted curve in the direction sought with a large enough effect; inconclusive means small, poorly fitted or top-dose-only effect, or another doubt; inactive means no such curve, though single readings can be large; an effect the other way counts as inactive or inconclusive. Unless noted, on the % scale 0 is the no-effect control and ±100 the full control effect.

Values in the order – Sm TGR block	AMA1 RON2 block	HCMV inh	AmpC inh detg	AmpC no deterg	FBPA Giardia inh
> Cn1c(SC/C=C/c2ccccc2)nnc1-c1cccs1
    -27%	-12%	?	-6%	-18%	0%
> Cc1cccc2c1-c1sc(C(=O)NCCCN3CCN(c4ccccc4F)CC3)cc1CO2
    0%	·	-108*	18%	·	·
> O=C(OCC(=O)N1CCN(C(=O)c2ccco2)CC1)c1ccccc1O
    -4%	-10%	34	-11%	-10%	-2%
> O=c1cc(O)c(-c2ccccc2Cl)c(Cl)[nH]1
    -6%	-7%	16	3%	-27%	-1%
> CC(C)(C)NC(=O)CSc1nnc(C2CC2)n1Cc1ccccc1
    1%	-8%	-36	?	14%	-2%
> COCC1CCCN(Cc2cn[nH]c2-c2cc3ccccc3o2)C1 (centres undefined)
    4%	7%	-12	-4%	-3%	0%
> C/C(=N\NC(=O)C1CCCC1)c1ccc(Cl)cc1Cl
    -19%	-4%	14	-2%	8%	·
> CCN(C(=O)CSc1ncccc1C(=O)Oc1cccc([N+](=O)[O-])c1)c1cccc(C)c1
    8%	-10%	32	1%	18%	0%
> Cc1ccc(S(=O)(=O)Nc2ccc(S(=O)(=O)Nc3nccs3)cc2)cc1C
    ·	12%	-24	·	-55%	·
> NC(=O)c1nc(C2CCCCC2)nc2c1[nH]c(=O)n2-c1ccc(F)cc1
    0%	18%	8	10%	-9%	-6%
> COc1ccc(C2=CC(=O)CC(C)(C)C2)cc1
    -6%	12%	2	-3%	-14%	·
> S=C(Nc1ccccc1)N1CCn2c(nc3ccccc32)C1
    -5%	-13%	-23	10%	-26%	1%
> COc1cccc(-n2nnnc2SCC(=O)NCCc2ccc(OC)c(OC)c2)c1
    ·	3%	-26	1%	15%	3%
> COc1cc(-n2c(-c3ccccc3)n[nH]c2=S)c(OC)cc1Cl
    1%	12%	-5	-6%	-30%	4%
> Cc1cc(C)cc(NC(=O)N2CCC(N3CCCCC3)CC2)c1
    0%	·	6	19%	·	·

Further entries.
Values in the order – Sm TGR block	AMA1 RON2 block	HCMV inh	AmpC inh detg	AmpC no deterg	FBPA Giardia inh
> O=C(CCCn1c(=S)[nH]c2ccccc2c1=O)NC1CCCC1
    9%	8%	-2	?	-27%	-1%
> CCc1ccc(NC(=O)c2ccc(Cn3nc(N4CCN(c5ccccc5)CC4)ccc3=O)o2)cc1
    -6%	·	?	2%	·	·
> CCS(=O)(=O)N1CCc2cc(C(=O)Nc3cc(C)cc(C)c3)ccc21
    -1%	·	8	31%[activator]	·	·
> COc1ccc(N2CCN(C(=O)c3ccc(S(=O)(=O)NCc4ccco4)cc3)CC2)cc1
    -25%	8%	9	?	0%	·
> CC(=O)Nc1ccc(N2CCCC(C)C2)c([N+](=O)[O-])c1 (centres undefined)
    14%	-15%	?	5%	0%	2%
> CN(C(=O)CSc1nc2ccc(NC(=O)COc3ccccc3Cl)cc2s1)c1ccccc1
    5%	·	-12	6%	·	·
> CCCCOc1ccc(S(=O)(=O)NCc2csc(C)n2)cc1
    -23%	1%	-67*	-1%	1%	-5%
> Fc1ccc(-c2noc3ncnc(Nc4ccc(F)cc4F)c23)cc1
    7%	·	-21	3%	·	·
> O=C(NN1C(=O)C2C(c3ccccc3)C=CC(c3ccccc3)C2C1=O)c1cccc(Br)c1 (centres undefined)
    -13%	0%	-3	-8%	-38%	12%
> Cc1cc(C(=O)NC(CC(C)C)C(=O)O)cc(C)c1[N+](=O)[O-] (centres undefined)
    0%	10%	20	-8%	-14%	3%
> COc1cc([N+](=O)[O-])ccc1NC(=O)C[n+]1ccccc1
    4%	-18%	0	-10%	-15%	2%
> OCc1nnc2c3ccccc3c(-c3ccccc3)nn12
    9%	-1%	61	3%	-8%	3%
> Cc1ccc(C(=O)Nc2cc(C(F)(F)F)ccc2N2CCCCC2)cc1[N+](=O)[O-]
    -3%	0%	-25	1%	?	2%
> O=C(CN1CCSC1=O)N1CCN(S(=O)(=O)c2ccccc2)CC1
    -3%	5%	6	2%	-13%	·
> Cc1ccccc1N(CC(=O)NCC1CCCO1)C(=O)CNS(=O)(=O)c1ccc(F)cc1 (centres undefined)
    -8%	-3%	3	-12%	28%	1%

Limited to FBPA Giardia inh and AmpC inh detg, for some of the entries so far:
molecule	FBPA Giardia inh	AmpC inh detg
CCc1ccc(NC(=O)c2ccc(Cn3nc(N4CCN(c5ccccc5)CC4)ccc3=O)o2)cc1	·	2%
CCS(=O)(=O)N1CCc2cc(C(=O)Nc3cc(C)cc(C)c3)ccc21	·	31%[activator]
COc1ccc(N2CCN(C(=O)c3ccc(S(=O)(=O)NCc4ccco4)cc3)CC2)cc1	·	?

(next part)
Values in the order – Sm TGR block	AMA1 RON2 block	HCMV inh	AmpC inh detg	AmpC no deterg	FBPA Giardia inh
> COCCN(C(=O)c1cc2c(s1)CCCCC2)c1c(N)n(Cc2ccccc2)c(=O)[nH]c1=O
    -1%	-3%	?	-20%	140%[activator]	·
> Nc1c(C(=O)OCC(=O)NCc2ccccc2)[nH]c(=O)[nH]c1=O
    7%	-11%	-12	3%	-5%	-4%
> COC(=O)[C@@]12CCCCN1[C@H](c1ccc(-c3ccccc3)c(OC)c1)[C@H]1C(=O)N(C)C(=O)[C@H]12
    ·	-15%	-1	·	0%	·
> CCOC(=O)c1sc2nc(CC(=O)OC)nc(NCCN3CCOCC3)c2c1C
    25µM*	15%	?	?	118%[activator]	5%
> CCCc1cc(=O)[nH]c(SCC)n1
    2%	28%	-22	-3%	-3%	-10%
> Cc1ccc(S(=O)(=O)N(C)CC(=O)N/N=C/c2ccc(C)o2)cc1
    ?	16%	-37	-4%	13%	-5%
> Cc1ccc(Cn2c(C(=O)O)c(CNCCc3cccs3)c3ccc(C)cc32)cc1
    3%	·	42	-5%	·	·
> CC(NC(=O)c1ccncc1)C(c1cccs1)N1CCOCC1 (centres undefined)
    -6%	-1%	14	-2%	-15%	0%
> COc1cccc(CNC(=S)Nc2cc(C)ccc2C)c1
    28%	-2%	?	-3%	-23%	-2%
> CC(=O)N1N=C(c2ccco2)CC1c1cc2cc(C)ccc2nc1Cl (centres undefined)
    ?	6%	-24	-15%	-14%	6%
> CC(=O)Nc1ccc(-c2csc(Nc3cc(C)ccn3)n2)cc1
    -1%	-3%	-61*	1%	13%	-20%
> Cc1ccc(Cl)cc1N1CCN(C(=O)CN2C(=O)COc3ccc(S(=O)(=O)N4CCCCCC4)cc32)CC1
    -2%	·	-1	22%	·	·
> O=C(c1ccc(-c2ccccc2)c(F)c1)C1CCCN(C(=O)c2cncs2)C1 (centres undefined)
    -4%	-6%	11	-5%	168%[activator]	-3%
> COCCNC(=O)CN(C)S(=O)(=O)c1ccc2c(c1)OCCO2
    -7%	23%	43	-10%	6%	22%
> CC1CCC(NC(=O)Cn2ncc3c4ccccc4n(Cc4ccc(F)cc4)c3c2=O)CC1 (centres undefined)
    9%	·	-29	2%	·	·

Following part.
Values in the order – Sm TGR block	AMA1 RON2 block	HCMV inh	AmpC inh detg	AmpC no deterg	FBPA Giardia inh
> CCCC(=O)Nc1ccc(C(=O)NCc2ccccc2Cl)cc1
    3%	-13%	-5	-1%	-32%	-2%
> O=C(NCCc1ccccc1)C1CCC(CNS(=O)(=O)c2cccc3cccnc23)CC1 (centres undefined)
    8%	-23%	-11	5%	18%	-1%
> CSC1=NCCN1CCOc1ccccc1
    -15%	3%	?	?	-30%	-9%
> CCCCn1c(N)c(N(CC(C)C)C(=O)c2cccc(OCc3ccccc3)c2)c(=O)[nH]c1=O
    0%	11%	-20	?	-18%	·
> O=C(CCc1nnc(CCCc2ccccc2)o1)N1CCCCCC1
    -9%	-3%	-10	-4%	30%	0%
> Cn1c(Cn2c(=O)sc3ccccc32)nnc1SCC(=O)Nc1ccc(Cl)cc1
    -2%	3%	17	-6%	-6%	1%
> COc1ccccc1C1CC(=O)n2c(nc(-c3ccccc3)c2-c2ccccc2)S1 (centres undefined)
    -7%	-5%	?	-6%	5%[2.29 µM]	-1%
> CC(C)C[C@@H]1CN=C(N)N1C[C@@H]1CCCN1C[C@@H](C(C)C)N1C[C@@H](Cc2ccccc2)N(CCc2ccc(Cl)c(Cl)c2)C1=N
    ·	4%	7	·	27%	·
> COC(=O)c1cc(Br)c(=O)n(-c2ccc(OC)cc2)c1
    4%	0%	-7	0%	-12%	2%
> Cc1nn(C)c(C)c1P(=S)(c1c(C)nn(C)c1C)N(C)C
    9%[11.4 µM]	-5%	29	-1%	0%	-6%
> O=C(NCC1CCCO1)c1ccc(COc2ccc(F)cc2)o1 (centres undefined)
    35µM*	3%	21	-4%	0%	1%
> Cc1ccc(NCC(=O)c2ccc(C)cc2)cc1
    0%	-3%	57	2%	-13%	-10%
> CCc1c(C#N)c(SCCC(=O)Nc2ccc(C)cc2)nc2c1C(=O)CC(C)(C)C2
    8%	4%	-29	0%	-24%	12%
> CCOC(=O)N1CCC2(CC1)OC(=O)C(C)=C2C(=O)NCc1ccccc1OC
    -3%	·	?	16%	·	·
> Cn1c(=O)c2c(O)c([N+](=O)[O-])c(=O)n(C)c2n(C)c1=O
    12%	-12%	4	4%	-11%	-11%

Continued:
Values in the order – Sm TGR block	AMA1 RON2 block	HCMV inh	AmpC inh detg	AmpC no deterg	FBPA Giardia inh
> CN(C)CCOC(=O)C1(c2ccccc2)CCCC1
    4%	-1%	9	-15%	-4%	-10%
> Cc1cc(=O)oc2cc(OCC(O)Cn3ccnc3)ccc12 (centres undefined)
    -15%	-5%	1	-13%	-19%	-19%
> COc1ccc(C(CNC(=O)c2cccc(N(C)C)c2)N2CCCC2)cc1 (centres undefined)
    1%	?	87	-2%	22%	0%
> CCOc1ccc(CCNC(=O)C2CC(=O)N(CCc3ccc(OC)c(OC)c3)C2)cc1OCC (centres undefined)
    -2%&10%	-16%	-14&-26	0%&-7%	67%[activator]	·
> Cc1ccc(N(CC(=O)N/N=C/c2cccc(Br)c2)S(C)(=O)=O)cc1
    0%	7%[11.6 µM]	-1	-12%	14µM*	?
> CCN(CC)S(=O)(=O)c1ccc(-c2nnc(SCC(=O)Nc3nc(C)cs3)o2)cc1
    -10%[11.4 µM]	8%	-21	-10%	-2%	-1%
> CCOc1ccc(NC(=O)C/C(C)=N/NC(=O)Cc2ccc(Cl)cc2)cc1
    -12%	40%[activator]	105	7%	3%	·
> NC(=O)[C@H]1CC2(CC(c3cccc(NC(=O)CC(c4ccccc4)c4ccccc4)c3)=NO2)CN1C(=O)CC(c1ccccc1)c1ccccc1 (some centres undefined)
    10%	-2%	-33	4%	66%[activator]	-5%
> N[C@@H]1C[C@H]1c1ccccc1
    -15%	13%	3	?	-4%	·

Source: PubChem
